LAP4-GFP MLPCN = modulators of LAP4-GFP expression in yeast, primary screen, S. cerevisiae, multiplex flow cytometry, MLPCN library. 3 h; median GFP as percent of DMSO wells. actives 0.34% (n = 320,000). GFP response vs DMSO, % at 10 µM;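 active = GFP response vs DMSO above a set limit, about the screen mean plus 3 SD, cut at about 150% in these data; inconclusive = under 70 cell events counted for the yeast strain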
procasp3 activ = activators of human procaspase-3 D3A mutant, primary screen, biochemical, absorbance, PC-3 D3A mutant, single concentration | activation, % at 8.5 µM | recombinant procaspase-3 D3A, Ac-DEVD-pNA absorbance 405 nm | Caspase-3 (Homo sapiens), P42574 | AID 463141, 2010 | actives 0.11% (n = 330,000);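 active = activation above the mean of all tested compounds plus 3 SD, cut at about 21% in these data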;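 note: 0% = DMSO alone and 100% = DMSO wells spiked with extra 5 µM PC-3 D3A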
Target sequence (P42574 whole entry D9A/D28A/D175A): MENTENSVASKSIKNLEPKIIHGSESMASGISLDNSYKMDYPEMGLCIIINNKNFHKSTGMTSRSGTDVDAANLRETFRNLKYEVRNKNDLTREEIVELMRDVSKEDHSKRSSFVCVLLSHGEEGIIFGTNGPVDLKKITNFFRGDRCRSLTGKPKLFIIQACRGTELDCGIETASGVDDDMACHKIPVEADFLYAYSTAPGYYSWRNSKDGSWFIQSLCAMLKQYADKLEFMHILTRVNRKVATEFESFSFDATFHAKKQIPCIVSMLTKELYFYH
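Assay system – Procaspase-3 D3A mutant · Benchmarks – DMSO low control, extra-enzyme high control · Technique – 405 nm absorbance of p-nitroaniline, reads at 0 and 120 min · Doses – 8.5 µM nominal · Measure – % activation between DMSO and enzyme-spiked controls · Also added – Ac-DEVD-pNA chromogenic peptide substrate · Schedule – 1 h compound preincubation, 2 h substrate hydrolysis at 25 °C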
procasp7 counter = procaspase-7 activators, primary screen, counter-screen for procaspase-3 activator project, biochemical, absorbance, HTS, human. recombinant procaspase-7, Ac-DEVD-pNA absorbance 405 nm; D23A/D198A/D206A triple mutant, cannot self-cleave; scale: DMSO 0, 5 µM enzyme 100. activation, % at 8.5 µM. actives 0.093% (n = 330,000);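 active = percent activation above the screen-wide mean plus 3 SD, cut at about 25% in these data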
Target sequence (P55210 whole entry D23A/D198A/D206A): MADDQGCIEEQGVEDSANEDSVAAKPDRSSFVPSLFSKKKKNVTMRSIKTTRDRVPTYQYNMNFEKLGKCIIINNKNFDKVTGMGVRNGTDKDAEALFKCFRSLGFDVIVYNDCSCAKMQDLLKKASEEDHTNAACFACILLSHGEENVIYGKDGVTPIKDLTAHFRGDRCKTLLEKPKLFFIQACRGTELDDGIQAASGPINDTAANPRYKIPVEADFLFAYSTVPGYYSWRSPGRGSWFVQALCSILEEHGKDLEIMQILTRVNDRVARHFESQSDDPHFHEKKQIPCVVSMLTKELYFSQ
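System: Procaspase-7 triple mutant (PC-7 D3A); measure: % activation from two-timepoint absorbance difference, scaled to controls; times: 1 h compound preincubation, 2 h substrate cleavage, 25 °C; also added: Ac-DEVD-pNA substrate, 400 µM as added; measured by: Epi-absorbance of released pNA at 405 nm, two timepoints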
CR mimetic SO = reduction of superoxide in aged yeast, primary screen, HTS; AID 2690, 2010; actives 0.18% (n = 330,000); superoxide response (% of plate mean), % at 10 µM; S. cerevisiae aged cells, superoxide DHE fluorescence; stronger effect = lower value;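 active = superoxide response under a set limit, about three screen SD below normal, cut at about 65% in these data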;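 note: yeast aged for seven days with compound at 30 °C before DHE staining; 100% = average MFI of all compound-treated wells on the plate with controls excluded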
JMJD2C inh = inhibitors of GASC-1 histone demethylase, primary screen, biochemical, fluorescence, DELFIA europium; Lysine-specific demethylase 4C (Homo sapiens), Q9H3R0; GST-JMJD2C(1-420) H3K9me3 demethylation; inhibition, % at 2.35 µM; actives 0.069% (n = 330,000); AID 2099, 2009;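 active = more than half of a compound's replicate wells show inhibition beyond 50%, single wells judged on their own value; inconclusive = some, but no more than half, of replicates pass 50% inhibition; inactive = no replicate passes 50% inhibition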;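 note: signal counts dimethyl H3K9 product captured on neutravidin plate; 0% = median of DMSO wells and 100% = 0.3 times that DMSO median; strong numbers were not always called active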
Target sequence (Q9H3R0 1-420 limits assumed): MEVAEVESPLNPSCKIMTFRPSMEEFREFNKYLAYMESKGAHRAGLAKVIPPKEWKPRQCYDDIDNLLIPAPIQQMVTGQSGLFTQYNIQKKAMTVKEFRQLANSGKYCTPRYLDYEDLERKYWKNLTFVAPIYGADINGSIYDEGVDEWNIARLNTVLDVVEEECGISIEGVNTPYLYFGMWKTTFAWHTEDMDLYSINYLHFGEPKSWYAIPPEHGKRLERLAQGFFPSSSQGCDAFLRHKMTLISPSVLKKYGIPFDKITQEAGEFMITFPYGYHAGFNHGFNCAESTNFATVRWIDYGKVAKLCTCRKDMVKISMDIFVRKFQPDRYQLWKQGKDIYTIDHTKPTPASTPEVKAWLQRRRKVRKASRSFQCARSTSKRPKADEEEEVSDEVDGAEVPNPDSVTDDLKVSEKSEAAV
MEP2 TOR yeast = modulators of MEP2-GFP levels in yeast, primary screen, S. cerevisiae, multiplex flow cytometry, MLPCN library; GFP response vs DMSO, % at 10 µM; S. cerevisiae MEP2-GFP strain, 3 h; 100% = DMSO control level; actives 0.51% (n = 330,000); AID 2016, 2009;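 active = GFP response versus DMSO above a set limit, roughly screen mean plus 3 SD, cut at about 180% in these data; inconclusive = fewer than 70 cells counted for a yeast strain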;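 note: median GFP fluorescence of the barcode-gated MEP2-GFP cells per well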
RPL19A-GFP yeast = RPL19A-GFP expression modulators in yeast, primary screen, cell-based, S. cerevisiae, multiplex flow cytometry, MLPCN; actives 0.3% (n = 330,000); percent response vs DMSO, % at 10 µM; S. cerevisiae RPL19A-GFP strain, 3 h; stronger effect = lower value;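 active = percent response vs DMSO below 50%; inconclusive = fewer than 70 events counted for the yeast strain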;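 note: median channel GFP fluorescence of the barcoded RPL19A-GFP strain; ratio of sample median GFP to plate DMSO average so 100% = DMSO; lower means less RPL19A-GFP as with rapamycin TOR inhibition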
AHR act = AHR activators, primary screen, cell-based, luminescence, luciferase reporter, human. Aryl hydrocarbon receptor (Homo sapiens), P35869. AHR-responsive luciferase reporter cells. activation, % at 5 µM. actives 2.5% (n = 320,000); in the data active = activation above about 47%;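 note: 0% = vehicle wells and 100% = reference agonist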
Active calls of the source: *; ? = inconclusive; · = no result given.

The line under a structure holds: LAP4-GFP MLPCN, procasp3 activ, procasp7 counter, CR mimetic SO, JMJD2C inh, MEP2 TOR yeast, RPL19A-GFP yeast, AHR act
- Cc1ccc(C)c(S(=O)(=O)Nc2ccc(C(=O)NCC(c3ccco3)N(C)C)cc2)c1 (stereo not given)
  95, -3, 4, 99, 0, 96, 96, 4
- Cn1c(=O)c2c(nc(SCc3cccnc3)n2Cc2ccc(F)cc2)n(C)c1=O
  102, -2, -1, 111, 0, 111, 98, 2
- O=C(CCC(=O)N1CCN(S(=O)(=O)c2ccccc2)CC1)c1cccs1
  98, -3, -4, 89, -1, 101, 102, -1
- CCOC(=O)C(C)NC(=O)Cn1ncc2c(=O)oc3ccc(C)cc3c21 (stereo not given)
  106, 4, 8, 109, -4, 102, 99, 0
- CN(Cc1ccco1)S(=O)(=O)c1nnc(NC(=O)c2ccc(F)cc2)s1
  89, -8, -17, 98, 3, 95, 97, 6
- COc1cc(/C=C/C(=O)OCC(=O)Nc2cc(S(=O)(=O)N3CCCC3)ccc2Cl)cc(OC)c1OC
  104, 10, 2, 93, 2, 109, 99, 0
- C=CCN(C(=O)c1ccccn1)C(C(=O)NCc1ccccc1)c1ccccc1F (stereo not given)
  85, 11, 3, 103, 6, 88, 84, 4
- O=C(CSc1n[nH]c(-c2ccccc2)n1)c1ccc(O)c(O)c1
  101, -2, 9, 97, 2, 105, 98, 8
- N=C1/C(=C\c2ccc(OC(=O)c3ccc(F)cc3)cc2)C(=O)N=C2SC(N3CCCC3)=NN12
  101, 11, 0, 80, -8, 104, 97, 4
- CCOC(=O)c1cnc2c(F)ccc(F)c2c1Sc1ccccc1
  116, -5, 2, 62*, 4, 99, 97, 0
- CCCn1c(N)c(N(CCOC)C(=O)CSc2c(Cl)cccc2Cl)c(=O)[nH]c1=O
  106, -4, 2, 96, 2, 99, 95, -1
- COc1ccc(F)cc1CSc1nnnn1-c1ccc(O)cc1
  94, -6, -1, 107, 15, 100, 100, 6
- COCCCN(CCNC(=O)c1ccc(NC2=NC3CS(=O)(=O)CC3S2)cc1)Cc1ccco1 (stereo not given)
  110, 4, 4, 87, -1, 103, 102, -3
- CCc1cc2c(=O)n(CC(C)C)cnc2s1
  99, 4, 5, 94, 8, 111, 96, 4
- S=C(NCC1CCCO1)N1CCN(Cc2ccccc2)CC1 (stereo not given)
  111, 4, 2, 86, -4, 109, 101, 1
- CN(C)CCCN(C(=O)c1cccs1)c1nc(-c2ccccc2)cs1
  104, 0, 5, 94, ·, 121, 101, 5
- Cc1cccc(OCC(=O)N2CCN(c3nnc(-c4ccccc4)c4ccccc34)CC2)c1
  96, -3, 5, 95, -24, 91, 92, 1
- CC(C)C[C@@H](CN1C(=O)C(=O)NC[C@@H]1CC(C)C)NC(=O)Cc1ccccc1
  114, 0, 6, 87, ·, 105, 108, -2
- Cc1ccc(C(=O)Nc2cccc(C(F)(F)F)c2)cc1Nc1cncnc1
  92, 3, -6, 96, -9, 96, 97, 41
- Cc1ccccc1NC(=O)COc1coc(CN2CCCc3ccccc32)cc1=O
  102, -5, -3, 96, 17, 92, 91, 7
- O=C(Nc1ccc(C(F)(F)F)cc1)c1ccccc1-n1cnnn1
  109, 0, 1, 113, ·, 105, 105, 15
- CCC(C)(C)c1ccc(OC(=O)c2cccnc2Cl)cc1
  93, 12, 6, 93, -2, 97, 95, 2
- N#Cc1c2c(c(NCCN3CCOCC3)n3c1nc1ccccc13)CCCC2
  91, -2, 12, 92, 5, 103, 102, 10
- Cc1ncsc1C(=O)N1N=C2/C(=C/c3ccccc3)CCCC2C1c1ccccc1 (stereo not given)
  104, 14, 12, 89, 5, 100, 101, 14
- COc1ccc(CC(=O)NC(=S)NNC(=O)COc2c(C)cccc2C)cc1
  81, -22, -38, 121, -20, 80, 88, 1
- CCN(CC)c1c([N+](=O)[O-])c(=O)n(C)c2ccccc12
  107, -2, -3, 100, 8, 107, 103, 2
- CCOC(=O)CCCNC(=O)COC(=O)c1cc(Br)c(Br)s1
  91, 8, 3, 108, 7, 105, 97, 0
- COc1cccc(/C=N/NC(=O)C(=O)N2CCCC2)c1O
  105, -10, 0, 101, -2, 101, 101, 3
- Cn1c(Cn2c(=O)sc3ccccc32)nnc1SCC(=O)NCc1ccccc1
  100, 3, -4, 117, 7, 101, 96, 3
- O=C(CCC(=O)Nc1cccc2ccccc12)N/N=C/c1ccco1
  91, -4, -4, 109, 1, 96, 98, 2

Results in MEP2 TOR yeast (5 entries from above):
Structure,MEP2 TOR yeast
CN(C)CCCN(C(=O)c1cccs1)c1nc(-c2ccccc2)cs1,121
Cc1cccc(OCC(=O)N2CCN(c3nnc(-c4ccccc4)c4ccccc34)CC2)c1,91
CC(C)C[C@@H](CN1C(=O)C(=O)NC[C@@H]1CC(C)C)NC(=O)Cc1ccccc1,105
Cc1ccc(C(=O)Nc2cccc(C(F)(F)F)c2)cc1Nc1cncnc1,96
Cc1ccccc1NC(=O)COc1coc(CN2CCCc3ccccc32)cc1=O,92

Sorted by value in MEP2 TOR yeast (rising): some entries from above
canonical_smiles	MEP2 TOR yeast
Cc1ccccc1NC(=O)COc1coc(CN2CCCc3ccccc32)cc1=O	92
O=C(CCC(=O)Nc1cccc2ccccc12)N/N=C/c1ccco1	96
CN(C)CCCN(C(=O)c1cccs1)c1nc(-c2ccccc2)cs1	121

Additional compounds follow.
Short keys: A = LAP4-GFP MLPCN; B = procasp3 activ; C = procasp7 counter; D = CR mimetic SO; E = JMJD2C inh; F = MEP2 TOR yeast; G = RPL19A-GFP yeast; H = AHR act
> CCOc1ccc2[nH]c(C)c(CN3CCCCCC3)c(=O)c2c1
  A = 88	B = 1	C = 8	D = 90	E = 8	F = 106	G = 100	H = 6

> Cc1csc(SCC(=O)Nc2ccccc2)n1
  A = 87	B = 7	C = -1	D = 97	E = 4	F = 96	G = 95	H = 2

> COc1cc(C)nc(N2CCCC(C(=O)Nc3cccc(Cl)c3C)C2)n1 (stereo not given)
  A = 101	B = 3	C = 5	D = 113	E = -41	F = 105	G = 99	H = 1

> CS/C(=C(/C#N)S(=O)(=O)c1ccc(Cl)cc1)N1CCOCC1
  A = 96	B = -2	C = 0	D = 100	E = -5	F = 86	G = 93	H = 2

> COc1ccc(/C=C2\SC(=O)N(CC(=O)NC3C=CS(=O)(=O)C3)C2=O)cc1 (stereo not given)
  A = 92	B = 4	C = 0	D = 81	E = ?	F = 88	G = 89	H = -1

> O=C(CSc1ncnc2c1nnn2Cc1ccc(F)cc1)NCC1CCCO1 (stereo not given)
  A = 100	B = 4	C = 12	D = 102	E = -2	F = 111	G = 99	H = -3

> CCOC(=O)C1=C(Nc2cccc(Cl)c2)OCC1=O
  A = 110	B = -1	C = 6	D = 117	E = 7	F = 105	G = 106	H = -12

> CCCOc1ccc(NC(=O)C(=O)NCCCn2ccnc2)cc1
  A = 99	B = -6	C = -4	D = 91	E = -5	F = 106	G = 107	H = 13

> CCC1(CC)Cc2ccccc2C(C2=C(O)CC(C)(C)CC2=O)=N1
  A = 84	B = -4	C = -10	D = 109	E = 1	F = 106	G = 103	H = 4

> CCc1ccc(OC(=O)c2ccn(CC)n2)cc1
  A = 102	B = 1	C = 5	D = 116	E = 1	F = 103	G = 101	H = 3

> Cc1ccc(C(=O)Nn2c(N)c(S(=O)(=O)c3ccc(C)cc3)c3nc4ccccc4nc32)cc1
  A = 102	B = 1	C = -1	D = 87	E = 0	F = 103	G = 103	H = -2

> COc1ccc(/C=C/C(=O)NC(=S)NNC(=O)c2cccnc2)cc1OC
  A = 117	B = 3	C = -5	D = 96	E = 9	F = 125	G = 95	H = 4

> CCc1ccc(-c2csc(-c3c[nH]c4ccccc34)n2)cc1
  A = 105	B = 5	C = -12	D = 123	E = 13	F = 104	G = 103	H = 87*

> COc1cc(NC(=O)c2cccc3c2C(=O)N(C2CCCCC2)C3)cc(OC)c1OC
  A = 85	B = 2	C = 7	D = 97	E = -5	F = 103	G = 94	H = 24

> Cc1ccc([C@@H]2[C@@H]3C(=O)N(C)C(=O)[C@@H]3[C@]3(Cc4ccccc4)C(=O)N(Cc4ccccn4)CC(=O)N23)o1
  A = 92	B = -1	C = -4	D = 94	E = 3	F = 95	G = 90	H = -1

> Cc1ccccc1CC(=O)Nc1cc(C(C)(C)C)on1
  A = 98	B = 1	C = -4	D = 96	E = -44	F = 109	G = 106	H = 1

> O=C(c1ccccc1)c1ccc(NCCCn2ccnc2)c([N+](=O)[O-])c1
  A = 111	B = -5	C = -7	D = 101	E = -7	F = 114	G = 104	H = 9

> CC(=O)N1c2ccc(S(=O)(=O)N3CCC(C(=O)Nc4cc(C)ccn4)CC3)cc2CC1C (stereo not given)
  A = 106	B = 1	C = 2	D = 121	E = 6	F = 97	G = 100	H = 0

> O=C(OCC(=O)N1CCN(C(=O)c2ccco2)CC1)c1ccc(Cl)cc1
  A = 111	B = 4	C = -1	D = 96	E = 1	F = 109	G = 102	H = 0

> C=CCNC(=O)NC(=O)CSc1nc2cc([N+](=O)[O-])ccc2n1-c1cccc(C(F)(F)F)c1
  A = 108	B = -2	C = 4	D = 103	E = -2	F = 100	G = 106	H = 1

> CN1/C(=C\C(=O)COC(=O)CN2C(=O)C3CC=CCC3C2=O)C(C)(C)c2ccccc21 (stereo not given)
  A = 95	B = -5	C = -12	D = 85	E = 4	F = 97	G = 97	H = 1

AHR act, what is marked active above
Molecule	LAP4-GFP MLPCN	procasp3 activ	JMJD2C inh	MEP2 TOR yeast	RPL19A-GFP yeast	AHR act
CCc1ccc(-c2csc(-c3c[nH]c4ccccc34)n2)cc1	105	5	13	104	103	87*

Screening results: PubChem BioAssay, several laboratories
